Assay outcomes as filed in PubChem.
Akt phos inh = Akt phosphorylation inhibition | activity change, % for hits at 50 µM | AID 651550 | 360,000 tested, 0.32% active | Neuro2A IGF-stimulated pAkt S473 HTRF, 20 min; hits give low values; in the data active means activity change below about -80%; inconclusive means mostly about -51% to -80%; further: on the % scale 0 is the no-effect control and ±100 the full control effect
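Neuro2A cells (4,500/well, DMEM with 0.5% FBS) were treated with compound at a single 50 µM final concentration, stimulated with 6 nM IGF for 20 min at 37 °C, and lysed. Phospho-Akt Ser473 was read by HTRF as 665/615 ratio ×10^4.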
Nrf2 block = inhibitors of Nrf2 signaling; Potency, µM (series often up to 46 µM), inactives show at the top dose activity change, negative = inhibition, actives largely listed as inhibitors; 360,000 tested, 2.1% active; AID 504444; A549 ARE-Fluc reporter, luciferase luminescence, 18-24 h; further: potency means the concentration at half of the fitted maximal effect; on the % scale 0 is the no-effect control and ±100 the full control effect; nearly all actives have a fitted effect of over 60% in size
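Quantitative HTS in A549 cells stably bearing an antioxidant response element-firefly luciferase construct. Inhibition of Nrf2-driven transcription was scored by luminescence after 18-24 h of compound exposure at 37 °C.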
EPAC2 agonist = EPAC2 (human) agonism; Q8WZA2; EPAC2 activation, biochemical qHTS; response scale: 100% = 6.5 mM cAMP response; Potency, µM (top dose mostly 154 µM), for the others: at the highest dose activation, hits mostly activators; 360,000 tested, 0.079% active; AID 720711; further: potency means the concentration at half of the fitted maximal effect; nearly all actives have a fitted effect of over 50% in size
Target sequence (Q8WZA2 whole entry, looked up): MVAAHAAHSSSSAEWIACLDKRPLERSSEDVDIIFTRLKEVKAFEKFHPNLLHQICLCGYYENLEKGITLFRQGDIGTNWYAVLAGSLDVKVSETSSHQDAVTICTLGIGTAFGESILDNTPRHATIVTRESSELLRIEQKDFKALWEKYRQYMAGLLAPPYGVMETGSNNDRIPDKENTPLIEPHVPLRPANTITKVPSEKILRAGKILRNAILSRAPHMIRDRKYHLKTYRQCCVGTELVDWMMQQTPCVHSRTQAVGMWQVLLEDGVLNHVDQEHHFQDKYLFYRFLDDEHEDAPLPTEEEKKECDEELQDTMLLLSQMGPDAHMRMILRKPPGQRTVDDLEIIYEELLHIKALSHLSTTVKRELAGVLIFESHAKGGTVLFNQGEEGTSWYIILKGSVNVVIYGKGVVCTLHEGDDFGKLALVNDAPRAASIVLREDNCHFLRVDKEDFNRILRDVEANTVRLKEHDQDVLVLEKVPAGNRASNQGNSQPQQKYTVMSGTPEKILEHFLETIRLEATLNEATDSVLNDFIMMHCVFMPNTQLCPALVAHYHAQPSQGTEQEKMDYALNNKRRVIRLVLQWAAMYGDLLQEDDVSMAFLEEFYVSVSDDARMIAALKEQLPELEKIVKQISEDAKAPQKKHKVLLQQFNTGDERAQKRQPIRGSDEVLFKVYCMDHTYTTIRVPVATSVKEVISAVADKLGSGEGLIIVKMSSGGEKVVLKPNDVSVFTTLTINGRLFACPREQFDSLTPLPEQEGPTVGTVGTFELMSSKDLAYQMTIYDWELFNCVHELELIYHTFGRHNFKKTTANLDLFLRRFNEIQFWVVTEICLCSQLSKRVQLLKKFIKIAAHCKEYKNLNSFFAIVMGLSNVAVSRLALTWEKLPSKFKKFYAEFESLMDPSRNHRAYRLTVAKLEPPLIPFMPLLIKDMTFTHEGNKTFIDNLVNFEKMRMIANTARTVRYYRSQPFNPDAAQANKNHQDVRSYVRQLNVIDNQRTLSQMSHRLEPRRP
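Each well held 100 nM EPAC2, 250 nM RAP1B-BODIPY-GDP and 50 uM GDP. Fluorescence, read at 5-min intervals to 30 min, was referenced to a 6.5 mM cAMP positive control.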
Nrf2 activator = activates Nrf2 signaling; AREc32 ARE-luciferase reporter (MCF7-derived line), luminescence, 24 h; Potency, µM (highest dose often 46.1 µM), inactives show at the highest dose activation, most hits filed as activators; 410,000 tested, 0.31% active; further: potency means the concentration at half of the fitted maximal effect; % of control where 0% means no effect; nearly all actives have a fitted effect of over 65% in size
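Quantitative high-throughput format: AREc32 reporter cells, 1000 per well, received compound by pin transfer and were incubated 24 hr at 37 deg C, 5% CO2, before Steady-Glo luminescence detection.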
A549 tox = counter-screen for Nrf2 inhibitors: cytotoxicity in A549 cells; 390,000 tested, 0.16% active; Potency, µM (titrated, usually from 46 µM), inactives show at the highest dose activity change, negative = cytotoxicity, usual class: inhibitors; AID 504648; A549 ARE-Fluc cells, CellTiter-Fluor viability, 18-24 h; further: potency means the concentration at half of the fitted maximal effect; on the % scale 0 is the no-effect control and ±100 the full control effect
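A549 ARE-Fluc cells in 5% FBS OPTI-MEM, 5000 cells/well, rested 2 h then exposed to compounds in concentration-response for 18-24 h at 37 °C. Viability by CellTiter-Fluor fluorescence (Ex 405/Em 525) after 30 min; luciferase luminescence (BugLite, 15 min, RT) read afterwards.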
Mm-Cpn inhibitor = blocks the Methanococcus maripaludis chaperonin Mm-Cpn; purified Mm-Cpn ATPase, ADP Transcreener TR-FRET; Potency, µM (titrated, usually from 76.9 µM), inactives show at the top dose activity, negative = inhibition, actives largely listed as inhibitors; 330,000 tested, 0.031% active; AID 504842; further: potency means the concentration at half of the fitted maximal effect; on the % scale 0 is the no-effect control and ±100 the full control effect; nearly all actives have a fitted effect of over 80% in size
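Purified archaeal chaperonin (25 nM final) was preincubated with compound for 10 min at 37°C, then ATP (10 uM final) was added for 30 min at 37°C in Tris pH 7.4/KCl/MgCl2/DTT buffer. ADP was quantified by HTRF Transcreener TR-FRET.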
EPAC2 antag = blocks human EPAC2 exchange factor | Q8WZA2 | EPAC2 GEF exchange of Rap1B-BODIPY-GDP, fluorescence | Potency, µM (series often up to 114 µM), inactives show at the top dose activity, negative = inhibition, hits mostly inhibitors | 360,000 tested, 0.18% active; further: potency means the concentration at half of the fitted maximal effect; on the % scale 0 is the no-effect control and ±100 the full control effect; nearly all actives have a fitted effect of over 45% in size; many of its hits are not listed in these tables
CCT modulator = modulators of cytosolic chaperonin (CCT/TRiC) activity. purified chaperonin ATPase assay, HTRF ADP detection, 30 min. activity change, % (no concentration beside the values), hits read low. 360,000 tested, 0.3% active; in the data active means activity change below about -30%; further: on the % scale 0 is the no-effect control and ±100 the full control effect
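First, chaperonin was dispensed at 40 nM or 20 nM final depending on batch activity. Next, compounds were pinned at 76 uM and ATP added at 10 uM. After 30 min at 37 °C, ADP detection reagents ran 30 min at ambient temperature.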
TGFb SMAD3 inh = inhibitors of TGF-b signaling; HepG2 CAGA-GFP TGF-b/SMAD3 reporter, GFP fluorescence, 18 h; TGF-beta stimulated, 500 pg/mL final; Potency, µM (top dose mostly 46.1 µM), for inactives: top-dose activity, negative = inhibition, actives largely listed as inhibitors; 410,000 tested, 1.2% active; further: potency means the concentration at half of the fitted maximal effect; on the % scale 0 is the no-effect control and ±100 the full control effect; nearly all actives have a fitted effect of over 65% in size
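Inhibition of TGF-beta-driven CAGA-GFP reporter expression in HEPG2 cells is measured by cellular GFP fluorescence after 18 h stimulation with 500 pg/mL recombinant TGF-beta in 1% FBS medium at 37 degrees C.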
Numbers without * were called inactive; i = inactive; ? = inconclusive; / = no result given; [ ] = remark or other dose. Unless noted, the call rests on the fitted dose curve; in most records, active means well fitted curve in the direction sought with a large enough effect; inconclusive means small, poorly fitted or top-dose-only effect, or another doubt; inactive means no such curve, though single readings can be large; an effect the other way counts as inactive or inconclusive. Only part of the results is shown. The share of hits here may be higher or lower than overall.

Sequence of screens – Akt phos inh	Nrf2 block	EPAC2 agonist	Nrf2 activator	A549 tox	Mm-Cpn inhibitor	EPAC2 antag	CCT modulator	TGFb SMAD3 inh
> CCOC(=O)C1=CCC(c2ccccc2)N(S(=O)(=O)c2ccccc2)C1 (stereo not given)
→ i	/	-11%	-0.8%	/	/	?	0.5	-26%
> O=S(=O)(Nc1cccnc1)c1cc(Cl)ccc1Cl
→ i	3%	-5%	0.1%	2%	0%	11%	-0.2	?
> Cc1nn(C)cc1S(=O)(=O)N1CCCCC1C (stereo not given)
→ i	-5%	5%	-0.2%	1%	0%	1%	-1.3	0%
> O=S(=O)(c1ccc(F)cc1)c1snnc1-c1ccccc1
→ i	-5%	11%	?	1%	0%	-7%	-3.6	?
> Cc1ccc(C(=O)Sc2cccccc2=O)cc1
→ i	-5%	6%	-4.5%	-9%	-3%	1%	-1.2	0.89µM*
> c1ccc(SCc2cn3cccnc3n2)nc1
→ i	4%	2%	-0.1%	0%	-2%	-4%	-0.4	1%
> O=[N+]([O-])c1ccc(S(=O)(=O)Nc2ncccn2)cc1
→ i	7%	16%	2.5%	3%	1%	15%	-1.1	1%
> CC(=O)N1c2ccc(S(=O)(=O)N(C)CC(=O)Nc3ccccc3C)cc2CC1C (stereo not given)
→ i	-3%	0%	0.2%	14%	1%	4%	0.3	2%
> COc1ccc(C(=O)CC(=O)C(=O)Nc2ccc([N+](=O)[O-])cc2C)cc1
→ i	11%	-5%	-0.4%	5%	1%	-12%	-8.8	-3%
> Clc1ccc(-c2c(C3=NCCCN3)nnn2-c2ccc(Cl)cc2)cc1
→ i	?	1%	0.3%	-3%	2%	0%	0.0	-23%
> NC(=O)c1cc([N+](=O)[O-])ccc1NCCN1C(=O)c2ccc(C(=O)O)cc2C1=O
→ i	-20%	1%	-0.4%	?	-1%	-7%	-0.9	6%
> O=C(CCC(=O)c1cccs1)Nc1ncccc1O
→ i	16%	6%	-0.4%	-6%	-2%	0%	0.7	0%
> C/C(=C\C(=O)c1sccc1Cl)N(C)C
→ i	0%	4%	12%	2%	-8%	-10%	-0.6	-11%
> COc1cccc(C(=O)N2CCC(n3nccc3NC(=O)C3CCOC3)CC2)c1 (stereo not given)
→ i	-7%	-2%	-0.9%	-2%	0%	-2%	0.0	-8%
> COc1nsnc1N1CCOCC1
→ i	1%	-1%	-0.6%	-4%	1%	-5%	0.8	24%
> Cc1nn2cc(-c3cccc(Cl)c3)cnc2c1Br
→ i	?	9%	6.0%	2%	-1%	-10%	-0.8	-7%
> CN(CCCC(=O)O)S(=O)(=O)c1ccc2c(c1)C(=O)c1cc(S(=O)(=O)N(C)CCCC(=O)O)ccc1-2
→ i	11%	10%	3.3%	-1%	-1%	5%	-2.0	-10%
> Cc1ccc(C)c(-c2nc(Cn3c(=O)cc(-c4ccccc4)c4c(C)nn(C)c43)c(C)o2)c1
→ /	?	/	-0.6%	1%	/	/	/	-22%
> COc1ccccc1N1CCN(Cc2nc(N)nc(Nc3ccc(C)cc3)n2)CC1
→ i	-30%	2%	0.5%	-11%	1%	3%	0.0	-13%
> CCCNC(=O)NC(=O)COc1ccc2oc3ccccc3c2c1
→ i	-15%	-1%	3.8%	8%	0%	-16%	-0.2	0%

Laid out differently: results already given.
| smiles | Akt phos inh | Nrf2 block | EPAC2 agonist | Nrf2 activator | A549 tox | Mm-Cpn inhibitor | EPAC2 antag | CCT modulator | TGFb SMAD3 inh |
| --- | --- | --- | --- | --- | --- | --- | --- | --- | --- |
| Cc1ccc(C(=O)Sc2cccccc2=O)cc1 | i | -5% | 6% | -4.5% | -9% | -3% | 1% | -1.2 | 0.89µM* |
| c1ccc(SCc2cn3cccnc3n2)nc1 | i | 4% | 2% | -0.1% | 0% | -2% | -4% | -0.4 | 1% |
| O=[N+]([O-])c1ccc(S(=O)(=O)Nc2ncccn2)cc1 | i | 7% | 16% | 2.5% | 3% | 1% | 15% | -1.1 | 1% |

Following part:
Sequence of screens – Akt phos inh	Nrf2 block	EPAC2 agonist	Nrf2 activator	A549 tox	Mm-Cpn inhibitor	EPAC2 antag	CCT modulator	TGFb SMAD3 inh
> COc1ccc(C(=O)O)cc1Nc1cc(C)nc2ncnn12
→ i	3%	11%	-1.8%	-7%	2%	3%	-0.5	15%
> O=C(Cn1cc(SCc2ccccc2F)c2ccccc21)N1CCCCC1
→ /	15%	/	3.5%	-1%	/	/	/	?
> CCOC(=O)c1sc(=S)n(C)c1N
→ i	-4%	1%	-0.2%	0%	2%	4%	-2.9	-3%
> O=C(C1CC(=O)N(C2CCCCC2)C1)N1CCc2ccccc21 (stereo not given)
→ i	11%	6%	-0.5%	11%	0%	0%[57.1 µM]	1.6	-3%
> COC(=O)C(C)NC(=O)CNS(=O)(=O)c1ccc(F)cc1 (stereo not given)
→ i	-2%	7%	-0.5%	?	0%	-7%	-0.3	-15%
> COc1ccc(/C=N/n2c(SC)nnc(C(C)(C)C)c2=O)c(OC)c1
→ i	-14%	11%	-0.9%	-10%	0%	-2%	-1.6	-2%
> Cc1cc(=O)oc(C)c1C(=O)N1CCN(C(c2ccccc2)c2ccccc2)CC1
→ i	24%	5%	-0.3%	-3%	0%	7%	-0.8	0%
> CCc1nn(CC(=O)N2CCN(c3cccc(C(F)(F)F)c3)CC2)c(=O)c2cccn12
→ /	8%	/	2.1%	-1%	/	/	/	2%
> CN(C)CCN(C(=O)CCS(=O)(=O)c1ccccc1)c1nc2c(F)cccc2s1
→ i	15%	-7%	-0.4%	-7%	-2%	-6%	-3.2	9%
> CC1CCC2C(C1)c1sc(=O)[nH]c1SC2(C)C (stereo not given)
→ i	?	2%	-0.8%	?	0%	0%	1.0	-4%
> O=C(CSc1nnc(NC(=O)c2c(F)cccc2F)s1)NC1CCCCC1
→ i	4%	2%	0.2%	3%	0%	20%	0.0	2%
> Fc1c(CSC(=S)N2CCOCC2)cccc1CSC(=S)N1CCOCC1
→ i	?	15%	0.3%	7%	-3%	2%	-0.7	-3%
> CCOc1cc(C(=O)N(C)CC(=O)Nc2cccc(F)c2)ccc1OCC(=O)N1CCOCC1
→ i	5%	6%	-0.6%	-1%	-24%	6%	-2.4	-7%
> Cc1cc(S(=O)(=O)N2CCN(CC(=O)NCCc3cccs3)CC2)ccc1Br
→ i	-12%	13%	-0.9%	1%	2%	-9%	0.2	11µM*
> CCN(CC)CCNC(=O)C(=O)Nc1ccc(C(=O)OC)cc1
→ i	?	3%	0.2%	-14%	3%	-1%	-2.3	5%
> C#CCOCCOCCOCCNc1nc(N2CCN(C(=O)[C@H](CCC(=O)O)n3cc(C(N)CC(C)C)nn3)CC2)nc(N2CCN(C(=O)[C@H](CCC(=O)O)n3cc(C(N)CC(C)C)nn3)CC2)n1 (stereo not given in full)
→ i	1%	6%	-0.8%	-2%	/	6%	0.2	-2%
> COc1ccc(NC(=O)c2ccc3nc(C)c(N(C)C(=O)CCc4ccccc4)n3c2)cc1OC
→ i	/	0%	1.1%	/	/	11%	-0.6	3%
> CC(C)NC(=O)CS(=O)(=O)c1ccccc1
→ i	0%	3%	-0.6%	-2%	2%	-2%	-2.4	2%
> COc1ccc(-c2sc(Nc3ccccc3)n[n+]2C)c(C)c1C
→ i	-16%	22%	3.9%	6%	-1%	?	-0.3	2%
> Cc1cc(Nc2ccc(C(=O)O)cc2)n2nc(C)nc2n1
→ i	9%	8%	-0.7%	-1%	-1%	5%	-0.4	-4%
> Cc1cc(C(=O)NCc2ccco2)c2cc(F)ccc2n1
→ i	-14%	0%	16%	5%	0%	3%	-0.4	-7%
> CCOC(=O)c1c(-c2cccs2)csc1NC(=O)COC(=O)c1c(C)noc1C
→ i	?	3%	0.4%	2%	-12%	-1%	-3.2	2%
> COc1ccc([C@H]2CC(=O)C=C(c3ccc(F)nc3)C2)cc1OC
→ i	4%	4%	1.3%	-3%	-25%	-9%	0.0	7%
> Cc1c(C(=O)NCCC2=CCCCC2)sc2ncnc(N3CCCCC3C)c12 (stereo not given)
→ i	?	4%	0.4%	-16%	-21%	-5%	-0.4	?
> O=C(NCCOC(=O)Nc1cccc2ccccc12)OCc1ccccc1
→ i	-26%	0%	0.4%	-1%	/	-8%	-2.0	-8%
> N#Cc1c(NC(=O)c2ccccc2Cl)n(Cc2ccccc2)c2nc3ccccc3nc12
→ i	16µM*	-15%	5.2%	?	-6%	45µM*	-2.4	7.9µM*
> Cc1cccc(-c2noc(-c3ccccc3OCC(=O)Nc3ccc([N+](=O)[O-])cc3)n2)c1
→ /	?	/	3.2%	7%	/	/	/	-1%
> CCCn1c(SCC(=O)Nc2cccc(C(=O)OC)c2)nnc1-c1cccnc1
→ i	-1%	6%	-0.2%	6%	1%	-5%	-4.3	0%
> CNc1nc(N/N=C/c2cc([N+](=O)[O-])ccc2F)nc(Nc2ccccc2)n1
→ i	7%	0%	5.0%	0%	/	14%	1.0	-28%
> O=S(=O)(Nc1ccc(-n2cnnn2)cc1)c1cccc(Cl)c1
→ i	-9%	-6%	-0.9%	0%	1%	0%	-0.8	-1%
> O=C(Cc1ccc(-n2cccc2)cc1)N1CCN(c2ccccc2F)CC1
→ i	0%	11%	0.0%	-4%	0%	1%	0.0	-5%
> CC(C)CC(=O)NNC(=S)NCc1ccco1
→ i	5%	1%	-0.3%	-5%	0%	-3%	-3.5	-12%
> C=CCNCc1ccc(C(=O)NCCCCCCC)cc1[N+](=O)[O-]
→ i	-14%	-3%	7.4%	2%	0%	-9%	0.7	-13%
> CSc1nnc(C)c(/C=C/Nc2ccc(Cl)cc2)n1
→ i	/	-15%	?	-13%	-1%	7%	-1.5	?
> COc1ccc(-n2c(-c3ccc(C)cc3)cc3c2CC(C)(C)CC3=O)cc1Cl
→ /	7%	/	-0.3%	-1%	/	/	/	5%
